12-LOX inh: Primary qHTS assay for inhibitors of human arachidonate 12S-lipoxygenase (ALOX12): Round 2. 580,000 compounds, 1.1% hits. Potency, µM (top dose mostly 108 µM), for the others: top-dose activity change, negative = inhibition, usual class: inhibitors. Polyunsaturated fatty acid lipoxygenase ALOX12 (Homo sapiens), P18054. purified 12hLO, xylenol orange hydroperoxide absorbance; active = well fitted inhibition curve with a large enough effect; inconclusive = small, poorly fitted or top-dose-only effect, or another doubt; inactive = no such curve, though single readings can be large or run the other way
Target sequence (P18054 whole entry, looked up): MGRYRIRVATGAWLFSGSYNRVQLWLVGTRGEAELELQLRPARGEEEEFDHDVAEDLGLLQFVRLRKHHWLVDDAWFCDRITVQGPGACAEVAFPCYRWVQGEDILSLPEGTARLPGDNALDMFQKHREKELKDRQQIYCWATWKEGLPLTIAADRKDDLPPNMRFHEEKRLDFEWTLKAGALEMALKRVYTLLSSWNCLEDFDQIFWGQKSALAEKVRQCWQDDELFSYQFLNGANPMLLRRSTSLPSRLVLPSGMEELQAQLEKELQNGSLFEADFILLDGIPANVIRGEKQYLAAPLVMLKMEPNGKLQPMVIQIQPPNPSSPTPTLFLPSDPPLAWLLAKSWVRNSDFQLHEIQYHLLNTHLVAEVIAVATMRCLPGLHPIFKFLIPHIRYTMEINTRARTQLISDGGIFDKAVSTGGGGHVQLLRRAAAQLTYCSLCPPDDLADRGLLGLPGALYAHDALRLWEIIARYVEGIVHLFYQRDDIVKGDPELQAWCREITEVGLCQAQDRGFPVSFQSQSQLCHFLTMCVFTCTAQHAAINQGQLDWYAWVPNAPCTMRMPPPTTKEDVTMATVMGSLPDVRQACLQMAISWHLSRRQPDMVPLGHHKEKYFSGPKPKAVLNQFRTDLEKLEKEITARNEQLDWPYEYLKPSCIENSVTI
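Purified human 12hLO (150 nM final) in 25 mM Hepes, 0.01% Triton X-100, pH 7.0 was preincubated 15 min at room temperature with compound. Then 40 uM arachidonic acid was added, 30 min. Hydroperoxide was read by Fe-XO absorbance ratio 573/405 nm.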
An asterisk follows results filed as active; ? = inconclusive; [ ] = remark or other dose. % is set by controls: 0 for no effect and ±100 for the full control effect; potency is the fitted concentration of half-maximal effect. The list is partial. The share of hits here may be higher or lower than overall.

The first two records, to show the layout:
mol | 12-LOX inh
Cc1noc(-c2cccc(OC3CN(C(=O)Cc4ccsc4)C3)c2)n1 | -6%
CCNc1cc(N2CCC(CCC(=O)NCCc3ccccn3)CC2)ncn1 | 63%[activator]

Results (from the top)
mol | 12-LOX inh
Cc1noc(-c2cccc(OC3CN(C(=O)Cc4ccsc4)C3)c2)n1 | -6%
CCNc1cc(N2CCC(CCC(=O)NCCc3ccccn3)CC2)ncn1 | 63%[activator]
CCOCCOC1CCN(C(=O)NCc2ccc(OC)cc2)CC1 | 28%
O=C(NCCN1CCOCC1)C1Cn2cccc2C(=O)N1Cc1ccccc1 (configuration not stated) | 43%[activator]
COc1ccc(CCc2nc(-c3nnn4c3COC(c3ccc(C)cc3)C4)no2)cc1 (configuration not stated) | 29%
Cc1cc(C)n(-c2cccc(CN(C)C(=O)Cn3nnnc3CN3CCOCC3)c2)n1 | 11%
COc1ccccc1CNC(=O)c1cc2n(n1)CC(c1ccc(Cl)cc1)OC2 (configuration not stated) | -13%
COCCOCC(=O)N1CCOc2ccc(CN3CCc4ccccc4C3)cc2C1 | 76%[activator]
Cc1ccccc1S(=O)(=O)N1CCCc2nc(C)c(C)cc21 | -5%
COc1ccc2c(c1)OC(C)CN(CCNC(=O)c1csc(-c3cccs3)n1)C2 (configuration not stated) | 5%
CC1(C)[C@H](Cc2cc(COc3ccccc3)on2)C[C@@H]1NC1CCOCC1 | -5%[176 µM]
CC(C)C[C@H]1COc2ccc(Cl)cc2S(=O)(=O)N1 | 7%
O=C(Nc1cccn2nc(C3CCC3)nc12)c1cccc(C(F)(F)F)c1 | 60%[activator]
O=C(c1ccc(F)cc1)N(CC1CCOC1)C1CC1 (configuration not stated) | 60%[activator]
O=C(NCc1ccccc1)N1CCCC(c2noc(COc3ccccc3)n2)C1 (configuration not stated) | 27%
CC1(c2cccnc2)N(Cc2ccccc2)C(=O)OC12CCN(C(=O)Cc1ccc3c(c1)OCO3)CC2 (configuration not stated) | -3%
CC(C)Oc1ccc2c(NC(=O)CN3CCCC3=O)nn(Cc3ccccc3)c2c1 | 6%
O=C(NCC1CCOCC1)c1ccsc1 | 21%
CC1CN=C(c2ccc(Cl)cc2)c2c3ccc(C(F)(F)F)cc3nn21 (configuration not stated) | -27%
CNC(=O)c1ccc2c(c1)NC(C)(CCCCc1ccccc1)CO2 (configuration not stated) | ?
CCN(CC)C(CNc1ncncn1)c1ccco1 (configuration not stated) | 65%[activator]
C[C@@H](CO)N(Cc1cn(Cc2ccccc2)nn1)S(=O)(=O)c1ccccc1Br | 19%
COCc1nncn1C1CCN(S(=O)(=O)c2cc(F)ccc2OC)CC1 | 34%
CN(C)C(=O)CCC(=O)N1CC[C@@](C)(O)[C@@H](Cc2ccccc2)C1 | -2%
COCCN1CC(C(=O)N2CCN(c3ncccc3C#N)CC2)CCC1=O (configuration not stated) | 25%
O=C(N[C@@H]1CCC[C@@H]1C(=O)N1CCCCCC1)c1ccncc1 | 42%
O=C(c1cc(F)ccc1Cl)N1CCC2(CC1)NC(=O)N(Cc1ccccc1)C2=O | ?
Cc1cn(CC(=O)N2C[C@@H](NS(C)(=O)=O)[C@H](C(C)C)C2)c(=O)[nH]c1=O | -19%
COCCN1C(=O)c2ccccc2C(C(=O)N2CCSCC2)C12CCCC2 (configuration not stated) | -1%
O=C(NCCCn1ccnc1)c1ccc2nc(-c3ccc(F)cc3)cn2c1 | 67%[activator]
Cc1ccc(NC(=O)c2ccc(-c3cc(Cl)ccc3Cl)o2)c(C)c1 | ?
NCCC(=O)N1CCC(n2nccc2NC(=O)c2cccc(F)c2)CC1 | 1%
COc1ccc(C(=O)N2CC[C@@H]3CN(S(C)(=O)=O)[C@@H]3C2)c(OC)c1 | 45%[activator]
CN1c2cc(C(=O)NCCc3ccccc3)ccc2C(=O)N2CCCC21 (configuration not stated) | 5%
C[C@@H]1CN([C@@H](C)CO)C(=O)CCCn2cc(nn2)CO[C@H]1CN(C)C(=O)Nc1cccc(Oc2ccccn2)c1 | 0%
COC[C@@H]1CN(C(=O)Cc2cccc(OC)c2)C[C@H]1c1ccncc1 | 10%
CC(C)Oc1ccc(CN2CCC(CO)(Cc3ccccc3Cl)CC2)cc1CO | 4%
Cc1ccc(CN2CCCOCCNC(=O)CC2)s1 | 12%
Cc1cc(CNC(=O)c2ccc(-c3ccccc3Cl)o2)n(C)n1 | 10%
COCC(=O)Nc1cc(C(=O)N2CCc3cc(OC)c(OC)cc3C2)c2c(c1)nc(C1CCC1)n2C | 0%
COc1ccccc1-c1ccc2n(c1=O)C[C@@H]1[C@@H](CO)[C@H](C(=O)NCCCN(C)C)N(C(C)=O)[C@H]21 | ?
CCS(=O)(=O)Nc1ccc(C2(C(=O)NCc3ccccc3F)CCCCC2)cc1 | 14%
Cc1nn(CCNC(=O)Cn2cc(C)c(=O)[nH]c2=O)c(C)c1Cl | -1%
O=C(Cn1c(=O)oc2cc(Cl)ccc21)N1CCc2n[nH]c(=O)n2CC1 | 29%
Cc1ccc(-c2ccc3ncn(Cc4ccccn4)c(=O)c3n2)c(C)c1 | 27%[176 µM]
Cc1[nH]nc2c1C(c1ccc(Br)cc1)NC2=O (configuration not stated) | -30%
Cc1cc(F)ccc1-c1cccc(COc2cnc3c(ccn3CC(=O)O)c2)c1 | -19%[176 µM]
COc1ccc(NC(=O)Cn2cccc2-c2nc(-c3ccc(OC)c(F)c3)no2)cc1 | 13%
COc1cccc(CN2CCOc3ccc(C(=O)NCc4ccccc4F)cc3C2)n1 | 19%
CC1(C)CNC(=O)c2nc(-c3n[nH]c4c3CCCCC4)[nH]c2C1 | -10%
CN1CC2(CCN(C(=O)NCCc3ccccc3)CC2)CC1C(=O)N1CCOCC1 (configuration not stated) | -18%
Cc1cc(C(=O)N2CC[C@H](NS(=O)(=O)c3cn(C)cn3)C[C@H]2C(=O)N[C@H](Cc2c[nH]c3ccccc23)C(N)=O)n(C)n1 | -18%
Cc1cnc(-n2ncc(C(=O)NCCCc3ccncc3)c2C)nc1-c1ccc(F)cc1 | 0%
COc1ccc(-c2cc(N3CCCC(NC(=O)c4cnccn4)C3)n[nH]2)cc1 (configuration not stated) | 68%[activator]
CN1C(=O)COC[C@@H]1[C@H](O)c1ccc(NC(=O)Cc2ccccc2)cc1 | 0%[176 µM]
C[C@@H](NC(=O)C1CCOCC1)c1onc(-c2ccc(F)cc2)c1C(=O)O | -5%[176 µM]
CCCc1nc2c(C)cc(Br)cn2c1Cc1cccc(Cl)c1 | ?
CNC(=O)NC[C@H]1CCN(Cc2ccc(F)cc2F)C[C@H]1N(C)C | 23%
CCCC(=O)N1Cc2ccccc2CC2(CCCN(Cc3ccc(O)cc3)C2)C1 (configuration not stated) | 2%[6.33 µM]
Cc1cn2nc(C(=O)NCc3cc(F)cc(F)c3)cc2c(=O)[nH]1 | -10%

Next part, overlapping the part above by 6 compounds.
mol | 12-LOX inh
CN1C(=O)COC[C@@H]1[C@H](O)c1ccc(NC(=O)Cc2ccccc2)cc1 | 0%[176 µM]
C[C@@H](NC(=O)C1CCOCC1)c1onc(-c2ccc(F)cc2)c1C(=O)O | -5%[176 µM]
CCCc1nc2c(C)cc(Br)cn2c1Cc1cccc(Cl)c1 | ?
CNC(=O)NC[C@H]1CCN(Cc2ccc(F)cc2F)C[C@H]1N(C)C | 23%
CCCC(=O)N1Cc2ccccc2CC2(CCCN(Cc3ccc(O)cc3)C2)C1 (configuration not stated) | 2%[6.33 µM]
Cc1cn2nc(C(=O)NCc3cc(F)cc(F)c3)cc2c(=O)[nH]1 | -10%
Cc1ncc2c(c1CNC(=O)Cc1ccsc1)CCN(C(=O)Cc1ccc(F)c(F)c1)C2 | 56%
CC(C)(C)N1Cc2nnn(Cc3ccccc3)c2-c2cc(N3CCCC3)ccc2S1(=O)=O | 8%
O=C(NCCOc1ccccc1)c1cnc2n1CCN(Cc1ccc(F)cc1)CC2 | 30%[176 µM]
CC(C)N1CCN(C(=O)[C@@]23CCCC[C@H]2N(C)C(=O)CC3)CC1 | 59%[activator]
CC(=O)Nc1ccc(CNC2(Cc3cc(CC(C)C)on3)COC2)cc1 | -16%[176 µM]
Cc1nn(C(C)C)c(C)c1CNC(=O)c1cn(CCC2CCCCN2)nn1 (configuration not stated) | ?
OCC1CN(Cc2cscn2)CCC12CCN(Cc1ccccc1)CC2 (configuration not stated) | 64%[activator]
COc1ccc(Cn2cc(CN3[C@@H](CC(C)C)COc4ccc(Cl)cc4S3(=O)=O)nn2)cc1 | 3%
Cc1cccc(C(C(=O)NCc2nn(C)c3ccc(C)cc23)N(C)C)c1 (configuration not stated) | 26%
O=C(c1ccncc1)N1CC2CCC(C1)N2Cc1ccc(-c2cncnc2)cc1 | 10%[6.33 µM]
O=C(c1cnccn1)N1CCC2(COc3ncccc3[S+](=O)([O-])N2)C1 (configuration not stated) | 1%[6.33 µM]
CN(C)CC(C)(O)c1ccc2c(c1)CN(Cc1cn(C)c3ccccc13)CCO2 (configuration not stated) | 23%
O=C(CC1CCCCC1)NC1CCN(c2cnn(Cc3ccccc3)c(=O)c2)CC1 | 70%[activator]
Cn1cccc1CNC(=O)C1CC(=O)N(c2n[nH]c3ccccc23)C1 (configuration not stated) | 32%
COc1cc(CN2CCN(c3ncccc3C#N)CC2CCO)cc(OC)c1 (configuration not stated) | 8%
Cn1ncc(N2CCCC(CC(=O)Nc3cccc(F)c3)C2)cc1=O (configuration not stated) | 19%
O=C(NCCc1ccccc1)NC1CCc2nn(CC3CC3)c(=O)n2CC1 (configuration not stated) | 7%
CN(C(=O)[C@H]1O[C@@H](n2cnc(C(N)=O)n2)[C@H](O)[C@@H]1O)c1ccccc1 | 0%
COc1ccc(Nc2cnc3ccc(-c4ccc(F)cc4)nn23)cc1OC | 5%[176 µM]
COCCOC1CN(C2CCN(C(=O)COc3ccc(F)cc3)CC2)C12CCCCC2 (configuration not stated) | 5%
O=C(NCc1ccco1)C1CN(S(=O)(=O)c2cccs2)CC12CCCCC2 (configuration not stated) | 45%[activator]
NC(=O)[C@H]1C[C@@H](O)[C@H](O)[C@H]2[C@@H]1SC(=Nc1ccc(Cl)cc1)N2Cc1ccc(F)cc1 | ?
Cc1ccccc1-c1[nH]nc2ncc(-c3cccc(F)c3)nc12 | 46%[176 µM]
CC1CCc2nn3ccn(CC(=O)Nc4ccc(C(F)(F)F)cc4)c(=O)c3c2C1 (configuration not stated) | -18%
CCCCN1CCN(c2nc(-c3ccccc3)nc3c2CCNC3)CC1=O | 34%[activator]
Cc1sc2ccn(C)c(=O)c2c1C(=O)NC1CCN(Cc2ccccc2)CC1 | 39%[activator]
COc1ccc(-c2cc(N3CCCN(C(=O)Cc4ccccc4Cl)CC3)n[nH]2)cc1 | 22%
COc1ccccc1N1CCN(C(=O)CC2NC(=O)NC2=O)CC1=O (configuration not stated) | 37%[activator]
Cc1ccc(C)n1C1C(=O)N(C)c2ccccc21 (configuration not stated) | -69%
O=C(Nc1ccc(C2(C(=O)N3CCN(c4ccccn4)CC3)CCC2)cc1)C1CC1 | 18%
CC(C)(C)c1ccc(-c2cc(C[C@H]3CNCC[C@H]3CC(=O)Nc3ccccc3)no2)cc1 | ?
CN(C)c1ncnc2sc3c(c12)CCN(Cc1ccccc1)C3 | 48%[activator]
CCn1c2c(c(=O)n1Cc1ccccc1)CCN(Cc1cncc(OC)c1)C2 | 5%[176 µM]
O=C(c1ccccn1)N1CCC(N2CCOC2=O)CC1 | 1%[12.5 µM]
O=C(Nc1ccc([C@@H](O)[C@H]2COCC(=O)N2Cc2ccccc2F)cc1)C1CCCCC1 | 18%
O=C(N[C@@H](Cn1cc(F)c(=O)[nH]c1=O)C(=O)O)c1cccs1 | -6%[176 µM]
COc1cccc(CCC(=O)N2CCC(Cc3nc(C4CCOCC4)no3)CC2)c1 | 20%
O=C(O)CCC(=O)N1Cc2ccccc2CC2(CCCN2CC2CCNCC2)C1 (configuration not stated) | -2%[6.33 µM]
O=C1OC[C@@H]2CCN(Cc3ccccc3F)Cc3ccc(F)cc3N12 | 10%[176 µM]
Cc1ccc(NC(=O)N2C[C@@H](F)C[C@H]2C(=O)N2CCc3ccccc3C2)cc1 | 21%
CC(C)NC(=O)NC[C@H]1O[C@@H](CC(=O)N2CCN(c3ccccc3)CC2)[C@H](O)[C@@H]1O | 14%[176 µM]
Cn1cnc2ccc(-c3ccncc3)nc2c1=O | 12%[176 µM]
FC(F)(F)c1ccc(-c2noc(-c3ncn4c3COC(c3ccccc3Cl)C4)n2)cc1 (configuration not stated) | 44%[activator]
COc1ccc(N2C(=O)CSC23CCN(C(=O)Nc2ccc(F)cc2F)CC3)cc1 | 0%
CCCC1(C2CCN(C(=O)CCCn3cncn3)CC2)NC(=O)NC1=O (configuration not stated) | ?
CC(C)N1C[C@H](C(=O)NCc2ccc(F)cc2F)[C@H](C(=O)O)C1 | 26%
Cc1noc(-c2ccc(OC3CN(C(=O)c4cccn4C)C3)cc2)n1 | 28%
CCN1CCCCC1C(=O)N1CCC2(CC1)Nc1ccccc1NC2=O (configuration not stated) | -18%
Cn1nccc1C(=O)N1CCC2(CC1)OC(=O)N(Cc1ccccc1C#N)C2(C)c1ccccc1 (configuration not stated) | -5%
COc1ccc(CN2CCc3nc(N4CCOCC4)[nH]c(=O)c3CC2)c(OC)c1OC | 0%
COC1CN(c2cccc(F)c2)C12CCN(C(=O)c1cnc(C)cn1)CC2 (configuration not stated) | 21%

Source: PubChem (National Center for Advancing Translational Sciences (NCATS))
